# Source: PubChem
# p97 inhibitor: human p97 ATPase inhibition | P55072 | recombinant p97 ATPase, Kinase-Glo ATP luminescence, 3 h | inhibition, % at 8 µM | hit rate 0.42% among 220,000; in the data active means inhibition above about 15%;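 further: 0% = DMSO vehicle and 100% = wells lacking enzyme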
# FXIa inh 1536: inhibitors of human coagulation factor XIa; P03951; purified FXIa, Boc-Glu-Ala-Arg-AMC fluorogenic substrate; inhibition, % at 5 µM; hit rate 0.14% among 220,000; AID 798;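 active means inhibition of at least 40%; inactive means inhibition below 40%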;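 further: fluorescence of freed AMC excited at 355 nm; 0% = enzyme without compound and 100% = no enzyme blank; many of its hits are not listed in these tables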
# FXIIa inh 1536: blocks human coagulation factor XIIa protease activity; purified FXIIa, Boc-QGR-AMC fluorogenic substrate, 2 h; inhibition, % at 5 µM; hit rate 0.3% among 220,000; in the data active means inhibition above about 40%;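 further: 0% = enzyme with no compound and 100% = blank without enzyme; many of its hits are not listed in these tables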
# Target sequence (P00748 20-372 limits assumed): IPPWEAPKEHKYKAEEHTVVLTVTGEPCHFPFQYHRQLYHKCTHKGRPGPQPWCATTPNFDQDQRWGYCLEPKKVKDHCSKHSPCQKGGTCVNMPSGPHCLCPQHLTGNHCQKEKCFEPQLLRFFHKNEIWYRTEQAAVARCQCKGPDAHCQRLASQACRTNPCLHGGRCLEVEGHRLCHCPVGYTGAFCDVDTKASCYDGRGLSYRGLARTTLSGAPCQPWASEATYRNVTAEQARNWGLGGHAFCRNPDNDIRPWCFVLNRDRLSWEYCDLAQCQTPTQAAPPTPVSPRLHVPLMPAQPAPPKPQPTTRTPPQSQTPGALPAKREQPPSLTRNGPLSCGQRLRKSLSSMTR
# Target sequence (P00748 373-615 limits assumed): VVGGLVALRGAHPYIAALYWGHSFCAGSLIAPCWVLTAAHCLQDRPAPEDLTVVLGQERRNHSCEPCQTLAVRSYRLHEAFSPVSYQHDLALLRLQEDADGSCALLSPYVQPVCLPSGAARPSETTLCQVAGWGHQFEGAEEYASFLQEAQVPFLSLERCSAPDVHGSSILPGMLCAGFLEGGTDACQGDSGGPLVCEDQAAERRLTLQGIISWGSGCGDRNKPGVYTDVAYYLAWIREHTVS
# Cl transport mod: modulates chloride dependent transport by human KCC2; Q9H2X9; KCC2 cells, thallium flux FluoZin-2 fluorescence; B-score of Tl+ flux slope (higher = more flux/activation; lower = inhibition) at 10 µM; hit rate 2.2% among 190,000;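 active means thallium flux slope and its plate-corrected score both differing from the plate sample mean at a set confidence after two filtering rounds, in either direction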;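 further: slope of fluorescence scaled to starting intensity during 10 to 20 s after thallium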
# Wee1 degr inh: inhibitors of human Wee1 degradation; HeLa Luc-Wee1K328M stability, luciferase luminescence; 100% = proteasome inhibitor MG132 effect; hit rate 1.2% among 220,000; reporter increase, % at 5 µM; P30291; AID 1321;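 active means activation above the mean of all tested compounds plus 3 SD, set per screening run, cut at about 8.8% in these data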;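 further: cells exposed to compound for 20 h before luminescence read; 0% = DMSO alone and 100% = MG132 at 30 µM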
# KLK5 inh: kallikrein 5 (human) inhibition; recombinant hK5, fluorogenic AMC substrate cleavage; inhibition, % at 5 µM; hit rate 0.59% among 210,000; AID 873;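 active means inhibition of 40% or more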;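 further: 0% = enzyme controls without compound and 100% = no-enzyme blanks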
# Target sequence (Q9Y337 67-293 limits assumed): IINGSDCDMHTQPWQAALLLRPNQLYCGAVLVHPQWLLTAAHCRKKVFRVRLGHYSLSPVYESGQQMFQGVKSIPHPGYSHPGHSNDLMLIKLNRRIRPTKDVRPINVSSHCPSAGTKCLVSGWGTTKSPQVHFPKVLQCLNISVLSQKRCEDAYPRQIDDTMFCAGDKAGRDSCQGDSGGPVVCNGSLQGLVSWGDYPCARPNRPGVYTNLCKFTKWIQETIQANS
# PERK inh: human PERK inhibition, primary cell-based screen; inhibition, % at 5.6 µM; Q9NZJ5; AID 1416; CHO PERK-DD fusion, SEAP luminescence translation reporter; hit rate 0.17% among 220,000;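 active means inhibition above the mean inhibition of all tested compounds plus 3 SD, set separately per screening campaign, cut at about 2.9% in these data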;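 further: PERK kinase domain activated by AP20187 dimerizer at 100 nM; 0% = DMSO with dimerizer and 100% = rapamycin at 8.4 µM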
# thrombin 1536: thrombin (human) inhibition; alpha-thrombin, Boc-VPR-AMC fluorogenic substrate cleavage; hit rate 0.26% among 220,000; P00734; inhibition, % at 5 µM;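 active means inhibition at or above 40%; inactive means inhibition below 40%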;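 further: 0% = enzyme with no compound and 100% = wells without enzyme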
#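 Material: human alpha-thrombin enzyme / Medium: pH 7.5 Tris (50 mM) with NaCl 150 mM, Tween 20 0.05% / Compound: single-point dosing at 5 µM, 0.2% DMSO / Incubation: enzyme reaction carried out at room temperature / Detection: AMC fluorescence, 355/460 nm / Read-out basis: percent inhibition scaled between no-compound controls and no-enzyme blanks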
# Furin inh: inhibitors of human furin; P09958; purified furin, fluorogenic substrate cleavage; inhibition, % at 30 µM; hit rate 0.061% among 220,000; in the data active means inhibition above about 25%; further: inactives centre near -15
# An asterisk follows results filed as active; x = not tested or not shown; [ ] = dose if it differs, or a comment.
p97 inhibitor	FXIa inh 1536	FXIIa inh 1536	Cl transport mod	Wee1 degr inh	KLK5 inh	PERK inh	thrombin 1536	Furin inh	Compound
-2.1	-3.8	0.7	x	1.8	x	0.1	-5.7	-14.8	CC(C)=CCN1CCN(Cc2nc(C(C)C)cs2)CC1CCO (stereo unspecified)
2.3	8.0	25.4	0.62	-2.4	0.4	-0.2	0.4	6.2	COC(=O)CSc1ccc2nnc(-c3ccc(OC)c(OC)c3)n2n1
2.3	2.3	12.8	0.837	1.8	-32.8	1.5	-0.6	-19.2[20 µM]	Cc1cnc(C(=O)OCC(=O)NC(C)C)cn1
1.3	5.2	5.3	-1.43	-1.7	0.3	0.7	-2.3	-21.4[20 µM]	Nn1c(SCc2csc(-c3ccccc3)n2)nnc1-c1cccs1
0.0	2.2	8.1	x	3.1	0.6	-0.1	1.6	1.6	CC(=O)Nc1nc(C)c(C(C)C)s1
4.6	-6.5	7.0	0.0357	0.5	-5.3	0.7	-6.7	-20.9	COCCN(C(=S)Nc1cccc(C)c1)C(C)c1cccs1 (stereo unspecified)
-1.1	2.3	6.7	1.47	-2.2	4.9	0.1	-1.1	-10.3	COc1ccccc1NC(=O)/C=C/c1ccc(OC)c(S(=O)(=O)N2CCOCC2)c1
0.9	-4.8	6.3	-1.56	-0.9	-8.9	-0.6	-0.8	-22.6	N=C1c2ccccc2CN1NC(=O)COc1ccc(Cl)cc1
2.9	4.1	-1.0	1.34	0.5	-4.3	0.6	-13.2	-9.2	COc1ccc(Cl)cc1NC(=O)COC(=O)CCNC(C)=O
3.4	-0.1	4.0	0.48	4.9	-1.9	-0.3	-1.2	-2.6	CCN(CC)c1ccc(N2C(=O)/C(=C/c3ccccn3)SC2=S)cc1
-5.3	-7.2	2.1	x	-0.8	-2.5	-0.7	-4.5	-15.2[20 µM]	CCOC(=O)c1cc(C)sc1N1C(=O)C2C3C=CC(C3)C2C1=O (stereo unspecified)
2.1	-2.5	6.2	-2.41	1.6	1.2	1.9	-10.2	-21.0	COC(=O)C(C)Sc1ccc2nnc(-c3ccccc3)n2n1 (stereo unspecified)
2.0	1.0	9.6	0.000559	-2.2	-4.9	-0.3	-1.4	-5.8	CC(Cc1ccccc1)C(=O)N[C@@H](CO)Cc1ccccc1 (stereo partly specified)
-6.8	3.1	8.7	0.64	1.4	-10.4	-1.1	-0.5	-10.3[20 µM]	COc1ccccc1/C=C/C1(C(=O)NC2CCCC2)CC(=O)N1c1ccc(F)cc1 (stereo unspecified)
0.2	-3.3	4.9	-2.36	-1.7	-4.6	1.0	-0.8	-10.6	COc1ccccc1-c1cc(C(F)(F)F)c(C#N)c(=O)[nH]1
-4.0	-5.8	1.3	-2	0.0	-4.6	0.3	-12.4	-10.8	CCOc1ccc(C(=O)NCC(=O)N2CCc3ccccc3C2)cc1OCC
0.1	-0.8	10.7	0.515	0.8	1.0	1.2	-3.5	-17.2	CCO[C@H]1OC(C(=O)N2CCOCC2)=C[C@@H](C2CC2)[C@@H]1CCCO
5.4	2.2	11.6	-0.607	-0.4	-1.0	-1.1	-2.7	-12.8[20 µM]	COc1ccc(C(=O)OCC(=O)NCc2ccco2)cc1S(=O)(=O)N1CCN(c2cccc(Cl)c2)CC1
0.4	-6.3	-3.3	-0.507	-2.5	2.0	-0.2	-12.2	-7.9	COc1cccc(CNC(=O)C2CCN(S(=O)(=O)c3cnc[nH]3)CC2)c1
x	4.4	12.7	-0.0322	x	2.2	x	3.7	-32.4	CCC(=O)N1CCC2(CC1)Oc1ccc(F)cc1C(=O)C21CC(c2ccc(Cl)cc2)=NO1 (stereo unspecified)
-2.0	-4.8	-2.5	0.0844	2.8	-2.3	-0.9	0.4	-18.9[20 µM]	CN(C(=O)CCN1C(=O)C(C)(C)Nc2ccccc21)c1ccccc1
-1.5	9.3	13.5	0.547	-3.5	-8.5	0.9	2.6	-0.8	CCN(Cc1ccccc1)C(=S)Nc1cc(C(=O)OC)ccc1C(=O)OC
1.9	-5.2	4.3	-0.021	-2.4	1.8	1.1	-6.2	-19.3	CC(C)CNC(=O)c1noc2c1CCCC2
-1.1	-15.5	-4.9	-1.44	-1.1	-16.5	-0.2	34.0	-18.2[20 µM]	CC(=O)Nc1ccc(C(=O)OCC(=O)c2ccc(C)c([N+](=O)[O-])c2)cc1
0.7	-5.3	9.1	-0.295	0.0	-2.7	0.6	-25.5	-27.4	CN(C)S(=O)(=O)c1cc(NC(=O)CN2CCOCC2)ccc1Cl
3.0	0.7	6.0	0.175	-0.7	0.1	0.1	2.2	-18.7	CC1(c2ccccc2Cl)NC(=O)N(CC(=O)NCc2ccco2)C1=O (stereo unspecified)
-3.5	-5.0	4.7	-0.0723	1.4	-1.5	-0.1	-15.6	-19.6	CCC(CC)N1CCN(CCc2ccccc2)C(CCO)C1 (stereo unspecified)
0.3	-2.3	3.3	0.669	1.9	4.5	0.9	-15.7	-17.2	O=C(Nc1cnccn1)Nc1cccc(Cl)c1Cl
0.3	16.5	26.8	x	-0.6	-13.5	-0.1	0.0	-33.4	CCNc1nc(Oc2ccc(C(=O)OC)cc2)nc(SC)n1
6.5	-2.9	3.3	0.668	2.0	-1.6	0.7	2.3	-8.0	Cn1cc(Br)c(-c2cccc(NC(=O)CCC(=O)O)c2)n1
-8.4	-15.9	-7.6	0.114	-1.5	-15.8	-1.1	-11.6	-14.2[20 µM]	COc1cccc(-c2cc3nc(-c4ccccc4)cc(N4CCC5(CC4)OCCO5)n3n2)c1
2.8	-0.5	9.2	0.283	-1.0	1.3	0.4	7.5	-20.3	CCN(CC)CC(=O)Nc1cccc2c1C(=O)c1ccccc1C2=O
1.1	-6.8	1.1	0.824	-1.2	-5.1	0.7	-9.1	-14.3	Cc1ccccc1NC(=S)N(Cc1ccccc1)Cc1cccs1
-5.3	4.5	19.3	-1.19	8.4	4.8	-0.7	20.0	4.9	N/C(=N\OC(=O)c1cccs1)c1ccc(Cl)cc1
4.6	7.1	17.4	x	3.4	-1.8	2.3	5.3	-12.8[20 µM]	CC1=CC(C)C2C(=O)N(O)C(=O)C2C1 (stereo unspecified)
-1.5	-0.2	7.8	0.654	0.5	-7.5	0.9	5.8	-10.6	N#Cc1c2n(c(=S)n(-c3ccc(OC(F)F)cc3)c1=O)CCCCC2
-2.7	-3.7	-1.6	0.766	-3.0	-8.4	0.8	-2.3	-15.5	CC(=O)c1ccccc1C(=O)NCc1cccnc1
1.2	-2.2	5.2	0.149	1.2	-11.1	-0.8	-4.3	-12.1	Cc1cc(N2CCCCCC2)nc(-c2ccccc2O)n1
5.4	6.5	0.6	-1.2	1.7	11.8	-0.4	-3.5	-11.7	Cc1ccc2cc(C(c3nnnn3C3CCCC3)N(Cc3cccnc3)Cc3ccco3)c(=O)[nH]c2c1 (stereo unspecified)
-4.1	3.5	19.5	x	0.0	-6.4	0.3	6.0	-23.6	Cn1c2c(c(=O)n(C)c1=O)C(c1ccc(Br)cc1)Nc1ccccc1O2 (stereo unspecified)
-3.1	2.1	5.4	x	-0.9	19.2	1.1	-0.2	-16.1	CCCC(=O)N1CCN(c2ccc(NC(=O)C(C)(C)C)cc2Cl)CC1
2.8	-5.6	-6.7	x	-0.2	4.6	1.9	-4.3	-22.9[20 µM]	COCCCn1ccc(O)c(Cc2ccc(F)cc2)c1=O
5.0	-1.7	8.8	0.251	0.9	1.4	1.0	-1.9	-23.8	Nc1ccc2c(c1)OCCOCCOCCOCCOCCO2
-4.3	-0.4	7.2	-0.478	0.1	-13.0	0.5	-4.0	-17.2[20 µM]	O=C(O)c1cccc(NC(=O)C2C3C=CC(C3)C2C(=O)OCC(F)(F)C(F)F)c1 (stereo unspecified)
-6.5	6.9	19.6	-1.13	-2.6	-8.5	0.6	6.6	-6.2	CCOC(=O)CSc1nnc(CNc2cccc(Cl)c2)n1-c1ccccc1
-1.1	7.5	6.3	-0.219	1.2	-10.3	-0.4	-4.3	3.1[20 µM]	O=C(/C=C/c1ccccc1)c1ccc2c(c1)OCCCCO2
4.1	4.6	9.5	0.672	-1.2	-9.4	0.4	5.2	10.7[20 µM]	COc1cccc(N2CC(C(=O)Nc3c(C)cccc3C)CC2=O)c1 (stereo unspecified)
0.3	1.2	7.4	-0.0113	-0.8	-2.2	-0.7	-4.2	-13.3	COc1cccc(NC(=S)N(CCc2ccc(OC)c(OC)c2)Cc2ccccn2)c1

# Three entries picked at random from those above, as already listed:
p97 inhibitor	FXIa inh 1536	FXIIa inh 1536	Cl transport mod	Wee1 degr inh	KLK5 inh	PERK inh	thrombin 1536	Furin inh	Compound
x	4.4	12.7	-0.0322	x	2.2	x	3.7	-32.4	CCC(=O)N1CCC2(CC1)Oc1ccc(F)cc1C(=O)C21CC(c2ccc(Cl)cc2)=NO1 (stereo unspecified)
1.1	-6.8	1.1	0.824	-1.2	-5.1	0.7	-9.1	-14.3	Cc1ccccc1NC(=S)N(Cc1ccccc1)Cc1cccs1
3.0	0.7	6.0	0.175	-0.7	0.1	0.1	2.2	-18.7	CC1(c2ccccc2Cl)NC(=O)N(CC(=O)NCc2ccco2)C1=O (stereo unspecified)

# New compounds follow:
p97 inhibitor	FXIa inh 1536	FXIIa inh 1536	Cl transport mod	Wee1 degr inh	KLK5 inh	PERK inh	thrombin 1536	Furin inh	Compound
-8.7	1.8	5.2	0.0446	6.0	-8.8	0.1	-2.0	-10.2	COCCCN1CC23C=CC(O2)C(C(=O)O)C3C1=O (stereo unspecified)
-0.7	1.2	9.7	1.31	-2.2	-10.8	-0.6	-10.8	-9.5	Nc1nc(SCc2ccc([N+](=O)[O-])cc2)nc2nc3c(cc12)CCCC3
1.1	-1.7	4.0	-0.614	-1.9	-10.6	-0.2	-0.6	-19.9	CCn1c(SCC(=O)Nc2ccc(Cl)cc2)nnc1C1CC1
-1.4	3.9	13.5	-0.104	-0.1	x	0.7	5.1	-2.8	CCC1CCCCN1CCCNC(=O)c1cc2c(Cl)nc3ccccc3c2s1 (stereo unspecified)
-2.1	2.5	2.8	0.357	2.9	-14.3	0.5	-3.6	-21.0	Cc1cc(C)nc(NS(=O)(=O)c2ccc(N3C(=O)c4ccccc4C3=O)cc2)n1
5.6	16.8	10.1	1.01	-0.5	-6.6	-0.1	0.5	-15.4	COC(=O)c1cc(=O)c2c([N+](=O)[O-])ccc(OC)c2o1
1.5	-1.1	8.5	0.195	2.0	-2.7	0.8	0.0	-21.7	Cn1c(SCc2ccccc2F)nnc1-c1ccccn1
-1.2	-3.2	2.7	0.0305	-2.5	-2.5	2.5	4.6	-15.7	O=C(/C=C/c1ccc(N2CCC(c3ccccc3)=N2)cc1)c1ccccc1
4.3	2.1	10.4	x	-1.4	-4.3	0.6	-1.8	-26.9[20 µM]	CC(=O)Nc1ccc(Sc2ncccc2C(=O)Nc2cc(Cl)cc(Cl)c2)cn1
-2.4	2.4	12.0	-0.18	-3.7	1.3	0.0	1.6	-22.2	CC1(C)OC2C(O1)[C@@H](CO)O[C@H]2n1cnc2c(N)ncnc21 (stereo partly specified)
5.9	4.1	15.5	0.688	1.0	-17.6	0.0	-0.9	-2.0	Cc1ccc2c(c1)C(c1ccc([N+](=O)[O-])cc1)=NNC(c1ccc(Br)cc1)=N2
2.5	1.5	12.8	x	4.2	x	2.0	0.1	-33.4	CC(C)(C)c1nnc(NC(=O)c2cccnc2Cl)s1
-1.0	6.0	9.3	1.29	2.1	-25.8	-1.1	4.0	-13.3	CCOC(=O)c1[nH]c(C)c(C(=O)OCC(=O)N2CCCCC2C)c1C (stereo unspecified)
-3.5	6.2	13.5	x	0.4	5.3	0.7	1.3	-23.4	Cc1onc(-c2ccccc2)c1C(N)=O
